# High-throughput results deposited in PubChem by Broad Institute.
# RAD54 inh: RAD54 (human) branch migration inhibition. Q92698. RAD54 Holliday junction branch migration, FAM/BHQ fluorescence. inhibition, % at 10.4 µM. 360,000 tested, 0.14% active;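 active = mean normalized replicate activity at least 40 and at least half of replicates scoring 40 or more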;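 note: 0% = median of neutral control wells and 100% = median of positive control wells; inhibitors cause a drop in the FAM fluorescence signal; in these data hits start at about 50%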
# Target sequence (Q92698 whole entry, looked up): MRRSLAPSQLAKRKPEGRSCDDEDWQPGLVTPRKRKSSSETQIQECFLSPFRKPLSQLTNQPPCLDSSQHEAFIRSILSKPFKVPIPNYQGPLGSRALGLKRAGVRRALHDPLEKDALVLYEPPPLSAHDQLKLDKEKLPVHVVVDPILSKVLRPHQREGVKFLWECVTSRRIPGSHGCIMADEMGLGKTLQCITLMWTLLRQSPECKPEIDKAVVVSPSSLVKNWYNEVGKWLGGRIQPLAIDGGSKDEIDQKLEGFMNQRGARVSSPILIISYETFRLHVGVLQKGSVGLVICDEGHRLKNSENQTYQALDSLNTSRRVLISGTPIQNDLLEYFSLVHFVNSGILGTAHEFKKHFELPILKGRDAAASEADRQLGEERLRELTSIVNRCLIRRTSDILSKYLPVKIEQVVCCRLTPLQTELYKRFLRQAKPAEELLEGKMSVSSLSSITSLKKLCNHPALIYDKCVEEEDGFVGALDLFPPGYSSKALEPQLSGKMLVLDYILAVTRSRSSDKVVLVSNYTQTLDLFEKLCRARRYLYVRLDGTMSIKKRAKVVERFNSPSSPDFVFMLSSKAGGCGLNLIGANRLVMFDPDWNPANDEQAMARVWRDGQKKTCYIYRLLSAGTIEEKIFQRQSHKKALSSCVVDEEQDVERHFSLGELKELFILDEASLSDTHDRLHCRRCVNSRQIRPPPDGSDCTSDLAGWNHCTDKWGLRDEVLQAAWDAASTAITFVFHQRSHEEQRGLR
# The depositor's hits bear a star.
item	Molecule	RAD54 inh
1	CCOC(=O)N1CCC(NC(=O)C2CCCN(C(=O)N3CCOc4ccccc43)C2)CC1 (configuration not stated)	8.0
2	CCCS(=O)(=O)N1CCC(C(=O)NCCN(C)Cc2ccccc2)CC1	-4.5
3	COC(=O)c1[nH]c2ccc(C)cc2c1NS(=O)(=O)c1ccc(F)c(C)c1	-11.1
4	Cn1nnc2c(sc3nc(N4CCOCC4)c4c(c32)CCCC4)c1=O	14.9
5	CCOC(=O)n1c(=O)oc2cc(S(=O)(=O)N3CCOCC3)ccc21	-5.0
6	N/C(=N\OC(=O)Oc1ccccc1)c1ccc(Br)cc1	-10.2
7	CS(=O)(=O)N(CC(=O)N1CCc2ccccc2C1)c1ccc2c(c1)OCO2	9.6
8	COc1cccc(Nc2nc(-c3cccc(N4C(=O)c5ccccc5C4=O)c3)cs2)c1	-4.4
9	CCOC(=O)N1CCN(S(=O)(=O)c2ccc(C)c(C)c2C)CC1	5.2
10	C=CCSc1nc2c(c(=O)[nH]c(=O)n2C)n1C/C=C(/C)Cl	0.3
11	CCOC(=O)c1nnn(-c2nonc2N)c1CSc1ccccc1	1.4
12	COC(=O)c1ccc(C)c(NS(=O)(=O)c2ccc(OC)c(OC)c2)c1	0.4
13	CN1C(=O)NC(c2ccccc2)C2=C1CN(CCc1ccccc1)C2=O (configuration not stated)	-7.2
14	O=C(O)CC(NC(=O)COc1ccc(Cl)cc1Cl)C(=O)O (configuration not stated)	-12.6
15	CCn1cnc2c1c(=O)n(Cc1nnc3n1-c1ccccc1SC3)c(=O)n2Cc1ccccc1	-4.0
16	CC1=Nc2ccccc2/C1=C\c1nc(-c2ccccc2)oc1O	-5.0
17	CCOC(=O)C1CCCN(C(=O)CCNS(=O)(=O)c2ccc3c(c2)CCC(=O)N3)C1 (configuration not stated)	-1.3
18	COCCN(C(=O)c1csnn1)C(C(=O)NC1CCCCC1)c1sccc1C (configuration not stated)	-0.6
19	NC(=O)CSc1nc(N)c2c3c(sc2n1)CCCCC3	2.1
20	COc1ccc(C(c2nnnn2Cc2ccccc2)N2CCN(C(=O)c3ccco3)CC2)cc1OC (configuration not stated)	-4.3
21	CCNc1nc(Cl)nc(NCc2ccccc2)n1	-6.1
22	Cc1c(C(=O)NCC2CCCO2)oc2ccc(S(=O)(=O)N3CCCC3)cc12 (configuration not stated)	1.2
23	CCOC(=O)COn1c(=O)c[n+]([O-])c2ccccc21	-4.7
24	Cc1csc(NC(=O)Cc2nn(C)c(=O)c3ccccc23)n1	3.2
25	CCOC(=O)c1c(C)n(C)c2ccc(O)c(CN3CCC(C)CC3)c12	23.2
26	Nc1ccccc1C(=O)N(Cc1ccccc1)Cc1ccccc1	4.1
27	COc1ccccc1CNC(=O)CCCOc1cc(=O)n(C)c2ccccc12	4.5
28	COc1ccc(CN(Cc2cc3cc4c(cc3[nH]c2=O)OCO4)C(=O)NC2CCCCC2)cc1	8.4
29	COc1ccc(N2C3=C(CC4=C2CCCC4=O)C(=O)CCC3)cc1	-1.6
30	CCn1nc(C)c(NC(=O)CCCSc2nc(-c3ccco3)cc(C(F)(F)F)n2)c1C	0.9
31	N#Cc1c(-c2ccccc2)ccn(Cc2ccc(Cl)cc2)c1=O	3.4
32	Cc1nc(NC(CC(C)C)C(=O)O)c2nc(C)oc2n1 (configuration not stated)	7.3
33	CCOC(=O)C1CCN(Cc2ccccc2C(F)(F)F)CC1	-4.6
34	CCSC1=NC(C)(C)C=C(/C=C/c2ccc(Cl)cc2Cl)N1	1.5
35	Cc1cc2occ(CC(=O)O)c2cc1C	1.6
36	CCNC(=O)CN(C1CCCCC1)S(=O)(=O)c1ccc(F)cc1	-2.2
37	Cn1c(NC(=O)c2cccc(Cn3cc(Cl)cn3)c2)nc2ccccc21	8.9
38	COc1ccc(/C(O)=C2/C(=O)C(=O)N(CCN(C)C)C2c2ccc(F)cc2)cc1Cl (configuration not stated)	4.6
39	CC(C)C(=O)NCCn1ccc2ccccc21	-23.2
40	C=CCn1c(N)c(C(=O)OCCC)c2nc3ccccc3nc21	-3.9
41	CC1(C)C(=O)OC(C(=O)c2ccccc2)C(C)(C)C1=O (configuration not stated)	6.4
42	O=C(COC(=O)c1ccc2c(c1)OCO2)NCc1ccc2c(c1)OCO2	-8.1
43	O=C(C1CCN(S(=O)(=O)N2CCOCC2)CC1)N1CCN(c2ccccc2)CC1	-17.7
44	CCn1nc(C(=O)NCCc2ccc(S(N)(=O)=O)cc2)c2ccccc2c1=O	1.0
45	CC(Oc1cccc2c1OC(C)(C)C2)C(=O)O (configuration not stated)	1.9
46	CSc1nc(N)nc(SCC(=O)c2ccc(C)cc2)c1C#N	-2.1
47	Cc1sc2c(c1C)c(=O)n(-c1ccc(F)cc1)c(=O)n2CC(=O)NCc1ccco1	-4.2
48	COC(=O)c1ccc(CSc2nnc(CNC(=O)c3cccs3)o2)o1	-0.9
49	C=C(C)Cn1c(SCC#N)nc2ccccc2c1=O	-4.0
50	CN1CCN(CCCNC(=O)Cn2nc(-c3ccccc3)ccc2=O)CC1	5.7
51	CC1(C)CC(=O)C=C(Nc2ccccc2NC(=O)c2cnccn2)C1	-1.9
52	COCC(C)NC(=O)NC(=O)c1ccc(Cl)cc1 (configuration not stated)	-2.7
53	CN(C)S(=O)(=O)N1CCN(C(=O)N2CCCCC2)CC1	-4.0
54	O=C(Cc1ccccc1)N[C@H](c1ccccc1)P(=O)(O)CO	-12.6
55	CCOC(=O)C1Cc2c([nH]c3ccccc23)CN1 (configuration not stated)	-6.5
56	O=S(=O)(c1ccc(S(=O)(=O)N(Cc2ccc(F)cc2)C2CCCC2)cc1)N1CCCC1	4.6
57	CCCN(CCC)S(=O)(=O)c1ccc2c(c1)CCCN2C(C)=O	2.6
58	Cc1nc2sc(C(c3ccc(Cl)cc3)N3CCOCC3)c(O)n2n1 (configuration not stated)	1.9
59	Cc1ccc2c3c([nH]c2c1C)-c1nonc1CC3	-3.8
60	CCCS(=O)(=O)N1CCCC(C(=O)NCCCN(C)c2ccccc2)C1 (configuration not stated)	3.3

# Next section:
item	Molecule	RAD54 inh
61	O=C(c1c(F)cccc1F)N1CCN(c2ccccc2F)CC1	6.4
62	c1ccc(-[n+]2nc(Nc3cccc4ccccc34)sc2-c2c3ccccc3cc3ccccc23)cc1	-5.4
63	OCCCNC(=S)Nc1ccc2nc(-c3ccccn3)c(-c3ccccn3)nc2c1	-0.1
64	[O-][N+]12CCN(CC1)c1ccccc12	-14.1
65	CCOc1ccc(Oc2nc(Nc3ccc(C)cc3)nc(N(C)C)n2)nn1	-10.1
66	Cc1ccc(NC(=O)CS(=O)(=O)c2c[nH]c3ccccc23)c(C)c1	3.3
67	CC(/C=N/O)Cc1ccc2c(c1)OCO2 (configuration not stated)	6.7
68	COc1ccc(-c2nc(C#N)c(NC(C)c3ccccc3)o2)cc1OC (configuration not stated)	-5.0
69	O=C(c1cccnc1)N1CCN(Cc2ccc3c(c2)OCO3)CC1	-6.0
70	COCC(C)n1c(C)cc(C(=O)COC(=O)c2c(C)nn(-c3ccccc3)c2C)c1C (configuration not stated)	-28.8
71	O=c1[nH]c(N2CCOCC2)nc2c1CCCC2	-5.8
72	CCCc1cc(=O)n2[nH]cnc2n1	-4.9
73	O=C(CSc1ccccn1)c1ccc2c(c1)OCO2	3.9
74	O=C(CCC1COc2ccccc2O1)NCc1ccccc1 (configuration not stated)	3.9
75	CC(NC(=O)c1ccccc1Br)c1ccc2c(c1)CCCC2 (configuration not stated)	-4.0
76	CN(C)S(=O)(=O)c1ccc(C(=O)N2CCC(c3nc4ccccc4o3)CC2)cc1	0.6
77	O=C(CSc1ncccc1-c1nc2ccccc2[nH]1)N1CCN(c2ccccc2F)CC1	-12.2
78	CCn1nc(C(=O)OCC(=O)N2CCc3ccccc32)c2ccccc2c1=O	-6.1
79	CC(C)C(NC(=O)c1cccc(S(=O)(=O)N2CCOCC2)c1)C(=O)NCCc1ccccn1 (configuration not stated)	3.1
80	Cc1cc(C)c(S(=O)(=O)Nc2nnc(C)s2)c(C)c1	3.2
81	CCc1nnc(SCC(=O)Nc2ccc(C(C)=O)cc2)nc1CC	-0.1
82	Cc1cc(C)cc(NC(=O)C2CCCN2C(=O)Oc2ccccc2)c1 (configuration not stated)	-11.2
83	Cc1sc(NC(=O)C2CCCCC2C(=O)O)c(C(N)=O)c1-c1ccccc1 (configuration not stated)	1.6
84	CCOc1ccc(OC(=O)NC(c2ccccc2)C(Cl)(Cl)Cl)cc1 (configuration not stated)	5.3

# Of the compounds above, these contain a furan ring, fused or not.
item	Molecule	RAD54 inh
20	COc1ccc(C(c2nnnn2Cc2ccccc2)N2CCN(C(=O)c3ccco3)CC2)cc1OC (configuration not stated)	-4.3
22	Cc1c(C(=O)NCC2CCCO2)oc2ccc(S(=O)(=O)N3CCCC3)cc12 (configuration not stated)	1.2
30	CCn1nc(C)c(NC(=O)CCCSc2nc(-c3ccco3)cc(C(F)(F)F)n2)c1C	0.9
35	Cc1cc2occ(CC(=O)O)c2cc1C	1.6
47	Cc1sc2c(c1C)c(=O)n(-c1ccc(F)cc1)c(=O)n2CC(=O)NCc1ccco1	-4.2
48	COC(=O)c1ccc(CSc2nnc(CNC(=O)c3cccs3)o2)o1	-0.9

# The list continues.
item	Molecule	RAD54 inh
85	CCCN1C(=S)SC(C)(C)C1/[N+]([O-])=C/c1cccnc1 (configuration not stated)	4.6
86	CCn1c(CNC(=O)c2ccco2)nnc1SCC(=O)Nc1cc(C)c(C)cc1Br	-8.1
87	COc1ccccc1CNC(=O)C1CCN(S(=O)(=O)c2c(C)noc2C)CC1	-2.4
88	Cc1c(C(=O)N2CCCCC2)sc(NC(=O)c2ccco2)c1C#N	-15.8
89	CCC(=O)N1CCc2cc(S(=O)(=O)N3CCc4ccccc43)ccc21	1.9
90	Cc1nn(C)c(C)c1NC(=O)CSc1nc(-c2ccccc2Cl)nc2c1cnn2-c1ccccc1	-5.4
91	CC(=O)N1CCN(c2ccc(S(=O)(=O)N3CCCCC3)cn2)CC1	3.1
92	C=C(C)C(=O)OC1(C(F)(F)F)Oc2cc(C)ccc2NC1=O (configuration not stated)	2.5
93	C=CCNC(=O)c1sc(SC)cc1-c1ccc(Cl)cc1	5.2
94	CCOc1ccc(CNc2ccc3c(c2)ncn3C)cc1	11.2
95	CCOc1ccc(C(=O)N2CCSC2=S)cc1	-4.5
96	Cc1cc(N/C=C/C(=O)c2cccc3ccccc23)no1	-6.0
97	COc1ccc(S(=O)(=O)N2CCN(C(=O)NCc3ccccc3)CC2)cc1	6.0
98	COCC(=O)Nc1cc([N+](=O)[O-])ccc1C	-3.1
99	Cc1ccc(Cl)cc1N1CCN(C(=O)C2CCN(S(=O)(=O)c3c(C)nn(C)c3C)CC2)CC1	5.8
100	O=C(Nc1ccn(-c2ccccc2)n1)c1ccc(S(=O)(=O)N2CCCCCC2)cc1	11.6
101	Cc1cc(C)nc(SCCC(=O)N(C)C)n1	2.4
102	O=C(CNC(=O)c1ccco1)NCC(=O)OC(C(=O)c1ccccc1)c1ccc(Cl)cc1 (configuration not stated)	18.0
103	CCOC(=O)/C=C(\C)Sc1cc(=O)oc2ccccc12	-11.4
104	O=C(NCc1ccccc1)C(c1ccc(O)cc1)N(C(=O)Cn1nnc(-c2cccs2)n1)c1ccc2c(c1)OCCO2 (configuration not stated)	-5.7
105	COc1ccc(C(=O)Cn2c(Br)nc3c2c(=O)n(C)c(=O)n3C)cc1OC	-16.0
106	O=C(O)C1C2C=CC(C2)C1C(=O)Nc1cccc(F)c1 (configuration not stated)	-1.6
107	Cc1cc(C)c(Cn2c(=O)n(CCCC(=O)NCc3ccco3)c(=O)c3ccccc32)c(C)c1	-3.3
108	O=C(C1CCC1)N1CCN(Cc2ccccc2)CC1	0.3
109	O=C(CSc1nnc2n1CCCN2C(=S)Nc1ccc(Cl)cc1)c1ccccc1	6.0
110	COc1ccc(NC(=O)C2CCC(=O)N2S(=O)(=O)c2ccc(C)cc2)c(OC)c1 (configuration not stated)	-4.1
111	Nc1cc(C(=O)N2CCCC2)cc(C(=O)N2CCCC2)c1	-5.2
112	O=C(O)CC(c1ccccc1)n1cccc1 (configuration not stated)	-3.9
113	CN(C(=O)c1coc(=O)c2ccccc12)c1ccc(F)cc1	1.4
114	CNC(=O)C1CC(=O)N/C(=N/N=C(\C)c2cccs2)S1 (configuration not stated)	-2.0
115	O=C(CSc1nc2ccccc2o1)NCc1n[nH]c(=O)c2ccccc12	-3.1
116	CCc1ccc(NC2=NC(C(=O)c3ccccc3)CC(=O)N2)cc1 (configuration not stated)	4.7
117	Cc1ccc(C)n1NC(=O)c1ccco1	-12.3
118	C(=C\c1cc(/C=C/c2ccccc2)ncn1)/c1ccccc1	-3.2
119	COc1ccc2cc(C)c(SCC(=O)Nc3cc(C)on3)nc2c1	7.0
120	Cc1ccc2c(C)[nH]c(=O)cc2c1	5.0
121	COc1ccccc1N1CCN(CC(O)COc2ccc3c(C)cc(=O)oc3c2)CC1 (configuration not stated)	17.3
122	Cc1cccc(OCCC(=O)Nc2ccc(S(=O)(=O)N3CCCC3)cc2)c1	-6.9
123	O=C(Cc1c[nH]c2ccccc12)N1CCc2ccccc21	-2.4
124	Cc1ccc(-c2nnc(SC(C)C#N)n2N)cc1 (configuration not stated)	-0.2
125	O=C(O)c1cnn2c(C(F)F)cc(C3CC3)nc12	-4.9
126	Cc1cc(NC(=O)c2cc(Cl)ccc2Cl)no1	-8.8
127	Cc1ccc(C)c(N2CCN(C(=O)c3ccc(N4CCCC4=O)cc3)CC2)c1	-20.1
128	Fc1ccccc1Cn1nnc2c(NCc3ccccn3)ncnc21	7.0
129	CCN(CC)S(=O)(=O)c1cccc(C(=O)OCC(=O)Nc2ccccc2OC(F)F)c1	-1.9
130	COc1cc(OC)cc(C(=O)OCC(=O)Nc2ccc(N3CCCCC3)cc2)c1	6.7
131	CCCCN(CCCC)C(=O)CCS(=O)(=O)c1ccc2c(c1)n(C)c(=O)c(=O)n2C	1.2
132	N#CC1=C(SCC(=O)c2ccc(Cl)cc2)NC2=C(C(=O)CCC2)C1c1ccco1 (configuration not stated)	1.3
133	O=C(CCn1cccc1)NCc1ccc(Cl)cc1	-0.5

# Three entries from above, arranged by count of non-hydrogen atoms, largest number first:
item	Molecule	RAD54 inh
129	CCN(CC)S(=O)(=O)c1cccc(C(=O)OCC(=O)Nc2ccccc2OC(F)F)c1	-1.9
122	Cc1cccc(OCCC(=O)Nc2ccc(S(=O)(=O)N3CCCC3)cc2)c1	-6.9
123	O=C(Cc1c[nH]c2ccccc12)N1CCc2ccccc21	-2.4

# This is a subset; rates above refer to the full screens.
